human PMI inhibitors = MPI inhibition at elevated mannose 6-phosphate – biochemical, fluorescence intensity, high mannose 6-phosphate, primary screen (AID 1220); recombinant PMI enzyme, coupled fluorescence intensity; higher % means a stronger effect; 190,000 compounds, 0.66% hits; one-dose inhibition, % at 20 µM; IC50 in µM for titrated hits
Yfh1-depleted yeast = enhancers of respiration in Yfh1-depleted yeast, dose response, Friedreich's ataxia, plus single-dose screen (AID 1465); S. cerevisiae Yfh1-off respiration, WST-1 reduction, 72 h; higher fold induction means a stronger effect; one-dose fold induction at 50 µM; EC50 in µM for titrated hits; 220,000 compounds, 0.074% hits;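 active = fold induction of absorbance versus untreated yeast above a set limit, then at least 30% activation at any dose in follow-up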;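 note: activators that raise dye reduction in frataxin-depleted yeast; strong numbers were not always called active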
MT stabilizer = microtubule stabilizers in HeLa cells; HeLa tubulin immunostaining HCS, 24 h; share of cells brighter than vehicle mean+2SD; % tubulin-high responders, % at 10 µM; 200,000 compounds, 0.83% hits;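 active = plate Z-score above 3 for both tubulin-high and condensed-nucleus cell shares, with cell loss under 80%, at 10 µM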;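 note: anti alpha tubulin signal scored within the nucleus-defined area of each cell; some results filed as inactive read as strong as hits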
PMI inhibitors = inhibitors of human PMI, primary screen, biochemical, fluorescence intensity, coupled assay (AID 1209); one-dose inhibition, % at 20 µM; IC50 in µM for titrated hits; purified PMI enzyme, coupled fluorescence intensity; higher % means a stronger effect; 190,000 compounds, 0.42% hits;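 note: plate controls were DMSO vehicle for no effect and wells lacking substrate for full effect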
WT yeast gro inh = growth inhibition of WT yeast, mitochondrial fusion screen; mitochondrial fusion phenotypic screen, WT strain; inhibition, % at 10 µM; 190,000 compounds, 2.1% hits; AID 1362; in the data active = inhibition above about 58%; tested in S. cerevisiae
Autophagy HCS = alters autophagy in cells. 190,000 compounds, 0.98% hits. MEF GFP-LC3 puncta imaging; test concentration mostly 10 µM. calls only at 10 µM (by protocol);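 active = percentage of spot-positive cells more than 3 SD above its plate mean, without a fluorescence outlier flag or 80% toxicity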;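 note: spot-positive cell cutoff set from DMSO-treated cells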
b-catenin transl = beta-catenin nuclear translocation modulation | AID 1665 | HeLa beta-catenin nuclear translocation, immunofluorescence imaging | nuclear translocation activity, % at 5 µM | 190,000 compounds, 0.3% hits;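 active = nuclear translocation activity above 50% at 5 µM, with a well cell count of 50 or more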;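 note: per-cell ratio of nuclear to cytoplasmic median beta-catenin stain intensity; plate controls were DMSO negative control for no effect and GSK-3 inhibitor IX positive control for full effect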
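Test system: HeLa cells, endogenous beta-catenin; Compound: single 5 µM dose plus 0.02–20 µM confirmation series; Times: compound exposure 24 h at 37°C; Signal: fluorescence imaging of beta-catenin antibody stain plus DAPI; Read-out: % activation, nuclear-to-cytoplasmic median beta-catenin signal ratio per cell.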
Dynein cargo inh = dynein cargo transport inhibition. 220,000 compounds, 0.47% hits. z-score, hits read low. 3617.4 mouse cells, GR-EGFP nuclear translocation imaging; test concentration mostly 20 µM; stimulated with dexamethasone, 1 µM; active compounds read low;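 active = plate z-score of nuclear minus cytoplasmic receptor signal below a set negative limit, without overly bright fluorescence or cell loss, cut at about -3.5 in these data, passing the limit was not always enough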;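 note: z-score of nuclear minus cytoplasmic ring GR-EGFP intensity difference per well; some compounds called inactive have numbers as strong as hits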
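Schedule: 48 h induction, then 1 h compound, then 30 min agonist, 37 °C. Buffer or medium: tetracycline-free induction medium containing charcoal-stripped FBS. Reagent: 1.0 µM final dexamethasone stimulus. Evaluation: nuclear versus cytoplasmic GR-EGFP signal, averaged per well. Signal: high-content fluorescence imaging after fixation.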
Ins promoter up = MIN6 insulin promoter up-regulation; MIN6 insulin promoter-GFP reporter, high-content imaging; active compounds read high; z-score at 5 µM; 190,000 compounds, 0.3% hits; AID 1625;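 active = z-score above 3 at 5 µM with at least 500 cells counted in the well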
WT yeast gro inh mutant strain = second read-out of WT yeast gro inh, no call of its own (marks repeat the call); inhibition, %; mitochondrial fusion phenotypic screen, mutant strain inhibition
Dynein cargo inh cytoplasmic EGFP = second read-out of Dynein cargo inh, no call of its own (marks repeat the call); z-score; measured here: cytoplasmic GR-EGFP intensity; active compounds read high
Dynein cargo inh nuclear GR-EGFP = further read-out of Dynein cargo inh, marked with its call; z-score; measured here: nuclear GR-EGFP intensity;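 lower value marks the stronger effect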
Dynein cargo inh cell count = recorded beside Dynein cargo inh, whose call it bears; z-score; measured here: cell count per field
Ins promoter up cell count = second read-out of Ins promoter up, no call of its own (marks repeat the call); cell count; measured here: cytotoxicity, nuclei count;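 total cells summed across four imaged fields per well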
b-catenin transl cell count 5 µM = second read-out of b-catenin transl, no call of its own (marks repeat the call); cell count; measured here: cell count, cytotoxicity flag
MT stabilizer Hoechst-high % = recorded beside MT stabilizer, whose call it bears; % Hoechst-high responders; measured here: nuclear condensation Hoechst responders;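 share of cells brighter than vehicle mean plus two SD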
MT stabilizer cytotoxicity % = also measured in MT stabilizer; calls as there; toxicity, %; measured here: cytotoxicity by cell density;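 0% = mean cell density of plate MIN control wells and 100% = no cells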
Autophagy HCS cell loss 18 h = further read-out of Autophagy HCS, marked with its call; toxicity, %; measured here: cell loss, nuclei count;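 cell loss after 18 h compound exposure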
An asterisk follows results filed as active; i = inactive; nt = not tested or not shown. Cut-off read from the data, not from the text of the source, unless noted: active = inhibition above about 50%; inactive = the rest.

SMILES | human PMI inhibitors | Yfh1-depleted yeast | MT stabilizer | MT stabilizer Hoechst-high % | MT stabilizer cytotoxicity % | PMI inhibitors | WT yeast gro inh | WT yeast gro inh mutant strain | Autophagy HCS | Autophagy HCS cell loss 18 h | b-catenin transl | b-catenin transl cell count 5 µM | Dynein cargo inh | Dynein cargo inh cytoplasmic EGFP | Dynein cargo inh nuclear GR-EGFP | Dynein cargo inh cell count | Ins promoter up | Ins promoter up cell count
CCOc1ccc(S(=O)(=O)n2nnc3ccccc32)cc1C(C)C | 7% | i | 4.8 | 2.6 | 1.6 | 8% | 6 | 18 | i | -6 | nt | nt | 0.67 | -0.26 | 0.18 | 0.32 | nt | nt
CCOc1c2ccc(C(=O)NCc3ccc(C(F)(F)F)cc3C(F)(F)F)cc2nn1C | 10% | i | 3.6 | 2.6 | 4.4 | 17% | 6 | -16 | i | 9 | -0.5 | 1387 | 0.55 | -0.2 | 0.65 | 0.34 | 0.94 | 1591
COc1ccc(/C=N/Nc2nncc3ccccc23)c(OC)c1 | 4% | i | 2.7 | 2.2 | 5.0 | 3% | -2 | -3 | i | 12 | nt | nt | -0.66 | -0.094 | 0.48 | -0.09 | 1.3 | 1332
COc1ccc(C(=O)N/N=C(\C)CC(=O)Nc2ccc3c(c2)OCO3)cc1 | nt | i | nt | nt | nt | nt | nt | nt | nt | nt | 2.8 | 1239 | 0.45 | -0.26 | 0.38 | -0.55 | -0.01 | 1097
COc1ccc(NC(=O)c2ccccc2)c([N+](=O)[O-])c1 | 7% | i | 4.1 | 2.8 | 4.0 | 2% | 7 | 1 | i | 11 | -2.2 | 1156 | 0.17 | 0.35 | 0.59 | 0.58 | 0.76 | 1156
CC1(C)SC[C@H](C(=O)Nc2cccc(Cl)c2)N1C=O | nt | i | nt | nt | nt | nt | nt | nt | nt | nt | 0.4 | 1302 | -0.081 | -0.29 | 0.068 | 0.26 | 0.02 | 1083
COc1cccc2c(C)c(C(=O)O)[nH]c12 | -8% | i | 3.0 | 3.8 | 9.8 | -24% | 10 | 4 | i | -9 | -2.1 | 1172 | -0.48 | -0.19 | -0.04 | 0.22 | 0.64 | 1307
Cc1ccc(S(=O)(=O)N(C)C)cc1NC(=O)CCc1ccccc1 | nt | i | nt | nt | nt | nt | nt | nt | nt | nt | -1.0 | 1108 | 1.5 | -0.22 | 0.68 | -1.2 | -0.22 | 1506
O=C(CN1C(=O)c2ccccc2C1=O)NCCc1c[nH]c2ccc(Cl)cc12 | 14% | i | 1.3 | 2.4 | 6.9 | -1% | 10 | 11 | i | 4 | -1.5 | 1016 | 0.7 | -0.19 | 0.86 | -1.3 | -0.11 | 1365
CCP(=O)(CC)C(C)(C)CP(=O)(c1ccccc1)c1ccccc1 | 5% | i | 1.8 | 1.6 | 6.1 | 0% | 5 | -27 | i | -4 | -1.8 | 1215 | -0.051 | -0.16 | -0.019 | 0.1 | nt | nt
COc1cc2c(cc1NC(=O)CSc1nc3ccccc3[nH]1)oc1ccccc12 | 12% | i | 2.8 | 1.4 | 9.7 | 17% | 64* | 14* | i | 8 | -1.1 | 1109 | -0.66 | -0.21 | 0.048 | 0.064 | -0.18 | 1920
CCOC(=O)N1CCN(C(=O)c2cccc(OC)c2O)CC1 | 12% | i | 1.5 | 1.7 | 5.6 | 14% | -6 | -10 | i | 37 | nt | nt | -0.17 | -0.33 | 0.28 | -0.28 | nt | nt
Cc1ccnc(NC(=O)COC(=O)c2ccc(F)cc2F)n1 | nt | i | nt | nt | nt | nt | nt | nt | nt | nt | 0.1 | 1309 | -0.31 | -0.28 | -0.4 | 0.6 | 0.21 | 1373
C=COCCNC(=S)N1CCOCCOCCN(C(=S)NCCOC=C)CCOCC1 | 6% | i | 3.1 | 3.4 | 13 | 4% | -13 | -11 | i | -5 | -0.5 | 1085 | -0.032 | -0.27 | -0.42 | 1.1 | -1.4 | 1362
Cc1ccc2nc(NC(=O)CN(C)S(=O)(=O)c3ccc(Br)s3)sc2c1 | 9% | i | 23 | 10 | 28 | 8% | 49 | 64 | i | 17 | 1.5 | 1114 | 0.24 | 0.14 | 0.48 | -0.082 | nt | nt
COc1ccc(/C(C)=N/NC(=O)c2ccccc2OCc2ccccc2)c(OC)c1 | 2% | i | 2.7 | 0.7 | 1.8 | 2% | 7 | 6 | i | -3 | -3.3 | 1123 | 0.16 | -0.2 | -0.24 | 0.73 | 0.41 | 1309
CC(C)(C)c1cc(CN2CCCCC2)cc(C(C)(C)C)c1O | -4% | i | 1.3 | 0.9 | 8.5 | 16% | -5 | -21 | i | -7 | -1.9 | 1127 | -0.92 | -0.26 | -0.48 | 0.71 | -0.19 | 884
C/C(=N\Nc1ccc(Cl)c(C(=O)O)c1)c1ccc[nH]1 | nt | i | nt | nt | nt | nt | nt | nt | nt | nt | -0.1 | 1288 | 0.085 | 0.046 | -0.31 | 0.83 | -0.33 | 1270
O=S(=O)(c1cccc(-c2nnc(-c3ccc(Br)cc3)o2)c1)N1CCCCCC1 | -2% | i | 5.5 | 5.2 | 7.9 | -6% | -3 | 2 | i | -22 | -1.5 | 1359 | 2.2 | 0.0068 | 1.8 | -2 | 0.12 | 1444
COC(=O)Nc1ccc(S(=O)(=O)Nc2ccc(O)cc2)cc1 | 12% | i | 3.9 | 2.2 | 6.4 | 14% | -2 | -1 | i | -1 | 0.0 | 1188 | 0.48 | -0.23 | 0.11 | 0.43 | nt | nt
CCOC(=O)C1CCN(Cc2ccccc2C)CC1 | -9% | i | 1.0 | 2.6 | 8.4 | -2% | 11 | 6 | i | 6 | -0.3 | 969 | 0.53 | -0.38 | 0.49 | 0.37 | nt | nt
COc1ccc(CC(=O)Nc2c3c(nn2-c2cccc(C)c2C)CS(=O)C3)cc1OC (stereo unspecified) | -3% | i | 0.7 | 1.7 | 6.1 | -13% | 14 | 9 | i | -4 | -6.8 | 953 | -0.081 | -0.22 | 0.031 | -0.79 | -0.77 | 1434
Cc1sc2nc(SCC(=O)NCCOCCO)n(C)c(=O)c2c1C | 10% | i | 3.1 | 2.9 | 10 | 10% | -20 | -18 | i | 3 | -8.3 | 1110 | -0.58 | -0.23 | -0.11 | 1.4 | nt | nt
CCC(C)c1ccc(S(=O)(=O)N2CC(=O)Nc3ccccc32)cc1 (stereo unspecified) | 8% | i | 4.9 | 3.2 | 16 | 5% | 2 | 1 | i | -2 | -3.3 | 575 | -0.23 | -0.25 | -0.15 | 0.81 | -0.22 | 1394
Cc1ccc(NS(=O)(=O)c2cc(NC(=O)c3ccc4c(c3)NC(=O)CS4)ccc2Cl)c(C)c1 | 29% | i | 2.8 | 2.1 | 14 | 59%* | 15 | 13 | i | 24 | 2.1 | 1516 | 1.6 | 0.032 | 1.5 | -1.3 | -2.5 | 1268

Next part
SMILES | human PMI inhibitors | Yfh1-depleted yeast | MT stabilizer | MT stabilizer Hoechst-high % | MT stabilizer cytotoxicity % | PMI inhibitors | WT yeast gro inh | WT yeast gro inh mutant strain | Autophagy HCS | Autophagy HCS cell loss 18 h | b-catenin transl | b-catenin transl cell count 5 µM | Dynein cargo inh | Dynein cargo inh cytoplasmic EGFP | Dynein cargo inh nuclear GR-EGFP | Dynein cargo inh cell count | Ins promoter up | Ins promoter up cell count
Cc1c(C(C)(C)C)c(C=S)n2ccccc12 | -99% | i | 1.6 | 1.1 | 8.7 | -56% | 17 | -6 | i | -11 | -3.9 | 1053 | -0.58 | 0.3 | 0.13 | 0.94 | -0.07 | 962
COc1ccc(CN(C(=O)c2cc3ccccc3oc2=O)C2CCS(=O)(=O)C2)cc1 (stereo unspecified) | nt | i | nt | nt | nt | nt | nt | nt | nt | nt | 0.3 | 1350 | -0.18 | -0.28 | -0.2 | 0.066 | 0.65 | 1015
Cc1ccc(OCC(=O)NC2=NCCS2)cc1 | 1% | i | 2.5 | 1.7 | 4.7 | -1% | 8 | 8 | i | -5 | -0.1 | 1415 | -1.4 | -0.2 | -1.1 | 0.64 | -0.33 | 1626
CC(=O)Nc1ccc(C(=O)NCCc2ccccc2)cc1 | 9% | i | 3.1 | 2.4 | 4.0 | 19% | 7 | -8 | i | 29 | -1.6 | 946 | 0.27 | -0.11 | -0.086 | -1 | nt | nt
O=C(c1cc(C2CC2)on1)N1CCN(c2ccccc2)CC1 | 8% | i | 3.1 | 2.8 | 9.3 | 6% | -1 | 17 | i | 22 | nt | nt | -0.0039 | -0.2 | 0.025 | 0.3 | 1.1 | 1071
COc1ccc(CC(=O)NCc2cccs2)cc1OC | -8% | i | 3.8 | 2.8 | 3.9 | 1% | -3 | 0 | i | 5 | nt | nt | 0.22 | -0.22 | 0.17 | 0.55 | 0.02 | 880
CCOC(=O)C1=C(C)NC(=O)NC1c1ccc(Br)o1 (stereo unspecified) | -11% | i | 1.6 | 3.0 | 3.1 | -8% | -16 | 2 | i | -8 | -0.2 | 963 | -0.25 | -0.21 | 0.2 | -0.43 | 0.32 | 1330

A run of entries from the list above, as a working copy:
SMILES | human PMI inhibitors | Yfh1-depleted yeast | MT stabilizer | MT stabilizer Hoechst-high % | MT stabilizer cytotoxicity % | PMI inhibitors | WT yeast gro inh | WT yeast gro inh mutant strain | Autophagy HCS | Autophagy HCS cell loss 18 h | b-catenin transl | b-catenin transl cell count 5 µM | Dynein cargo inh | Dynein cargo inh cytoplasmic EGFP | Dynein cargo inh nuclear GR-EGFP | Dynein cargo inh cell count | Ins promoter up | Ins promoter up cell count
Cc1c(C(C)(C)C)c(C=S)n2ccccc12 | -99% | i | 1.6 | 1.1 | 8.7 | -56% | 17 | -6 | i | -11 | -3.9 | 1053 | -0.58 | 0.3 | 0.13 | 0.94 | -0.07 | 962
COc1ccc(CN(C(=O)c2cc3ccccc3oc2=O)C2CCS(=O)(=O)C2)cc1 (stereo unspecified) | nt | i | nt | nt | nt | nt | nt | nt | nt | nt | 0.3 | 1350 | -0.18 | -0.28 | -0.2 | 0.066 | 0.65 | 1015
